HEK293 tox: cytotoxic compounds in HEK 293 cells; Potency, µM (doses to about 115 µM), inactives show at the highest dose activity change, negative = cytotoxicity, actives largely listed as inhibitors; 94,000 tested, 6.6% active; AID 1345083; HEK 293 viability, ATP luminescence (CellTiter-Glo), 48-72 h; further: potency means the concentration at half of the fitted maximal effect; nearly all actives have a fitted effect of over 60% in size
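250 HEK 293 cells/well; compound by pintool; incubated 48 or 72 hr at 37 degree Celsius; CellTiter-Glo added, 10 min RT, luminescence imaged.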
FLuc inh: blocks purified firefly luciferase enzyme activity | purified P. pyralis luciferase, luminescence, biochemical | Potency, µM (series often up to 115 µM), for inactives: top-dose activity change, negative = inhibition, usual class: inhibitors | 76,000 tested, 2.5% active | AID 1347043; further: potency means the concentration at half of the fitted maximal effect; nearly all actives have a fitted effect of over 65% in size
Target sequence (P08659 whole entry, looked up): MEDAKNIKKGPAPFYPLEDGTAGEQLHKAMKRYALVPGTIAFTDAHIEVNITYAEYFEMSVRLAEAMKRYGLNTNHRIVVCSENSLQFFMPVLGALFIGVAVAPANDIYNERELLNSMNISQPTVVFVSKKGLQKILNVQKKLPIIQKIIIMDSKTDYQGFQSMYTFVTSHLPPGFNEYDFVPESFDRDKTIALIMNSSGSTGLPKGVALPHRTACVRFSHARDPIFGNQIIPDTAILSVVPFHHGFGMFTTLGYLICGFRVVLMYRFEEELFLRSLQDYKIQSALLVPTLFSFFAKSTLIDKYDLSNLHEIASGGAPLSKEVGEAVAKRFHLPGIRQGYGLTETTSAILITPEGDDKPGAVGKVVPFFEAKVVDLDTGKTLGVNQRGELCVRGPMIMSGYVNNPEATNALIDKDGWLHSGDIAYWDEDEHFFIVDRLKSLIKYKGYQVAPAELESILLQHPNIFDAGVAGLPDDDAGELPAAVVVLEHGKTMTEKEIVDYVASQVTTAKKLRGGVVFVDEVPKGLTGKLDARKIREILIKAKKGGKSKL
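Cell-free enzyme assay, 10nM P. pyralis luciferase, luciferin and ATP each at 10uM. Inhibition profiled over a 6-point titration, read as luminescence.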
GPT2 inhibitor: blocks human glutamate pyruvate transaminase 2; 100,000 tested, 0.25% active; Potency, µM (titrated, usually from 57.7 µM), for the others: top-dose activity change, negative = inhibition, actives largely listed as inhibitors; Q8TD30; Recombinant GPT2, coupled pyruvate oxidase/HRP Amplex Red fluorescence; further: potency means the concentration at half of the fitted maximal effect; nearly all actives have a fitted effect of over 60% in size; many of its hits are not listed in these tables
Target sequence (Q8TD30 whole entry, looked up): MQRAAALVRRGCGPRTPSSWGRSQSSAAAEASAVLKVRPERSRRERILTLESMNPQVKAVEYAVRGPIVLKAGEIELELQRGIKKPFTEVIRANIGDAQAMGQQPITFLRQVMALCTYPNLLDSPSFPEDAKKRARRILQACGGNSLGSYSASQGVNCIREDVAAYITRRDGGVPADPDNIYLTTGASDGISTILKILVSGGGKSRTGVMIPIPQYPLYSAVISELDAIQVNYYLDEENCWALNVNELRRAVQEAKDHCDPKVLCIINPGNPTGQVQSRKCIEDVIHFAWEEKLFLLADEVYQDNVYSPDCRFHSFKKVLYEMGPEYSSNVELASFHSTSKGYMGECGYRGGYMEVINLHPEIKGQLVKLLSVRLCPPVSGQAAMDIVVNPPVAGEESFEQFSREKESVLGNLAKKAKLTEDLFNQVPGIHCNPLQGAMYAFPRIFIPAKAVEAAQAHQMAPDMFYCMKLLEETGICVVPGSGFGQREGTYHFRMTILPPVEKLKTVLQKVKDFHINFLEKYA
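GPT2 10ng/uL, a-KG 250uM, L-Ala 2mM, HEPES pH7.5 + 0.0001% Tween; 30 min RT. Then Amplex mix (PO/HRP/ThPP), 30 min RT dark, fluorescence. AOA 50uM used as positive control.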
SNCA expr inh: reduces expression of the alpha-synuclein gene | HEK-293 SNCA-luciferase knock-in, luminescence, 24 h | Potency, µM (titrated, usually from 57.2 µM), for the others: at the highest dose activity change, negative = inhibition, hits mostly inhibitors | 140,000 tested, 0.17% active | AID 1671194;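 further: potency means the concentration at half of the fitted maximal effect; plate controls were DMSO cells for no effect and cell-free wells for full effect; nearly all actives have a fitted effect of over 45% in size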
IP6K1 inhibitor: blocks human inositol hexakisphosphate kinase 1. Q92551. IP6K1 kinase, ADP-Glo luminescence, 2 h; active compounds read low. activity change, % (series mostly up to about 58 µM). 140,000 tested, 0.81% active. AID 1645851; in the data active means activity change below about -25%
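ADP-Glo luminescence measures ADP made by human IP6K1 during a 2 h RT reaction with ATP/IP6 (mix at 1.3 mM/130 uM); top library doses 57.5 and 19.1 uM final.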
SNCA viab count: reduces viability of HEK-293 SNCA reporter cells | HEK-293-SNCA-luc viability, GF-AFC fluorescence, 24 h | Potency, µM (top dose mostly 57.1 µM), for the others: top-dose activity change, negative = cytotoxicity, hits mostly cytotoxic | 150,000 tested, 0.12% active;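 further: potency means the concentration at half of the fitted maximal effect; 0% = DMSO-treated cells and -100% = medium-only wells without cells; nearly all actives have a fitted effect of over 30% in size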
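HEK-293-SNCA-luc cells (1500/well) plated 24 h, then exposed 24 h to a dilution series; GF-AFC added 30 min at 37C, fluorescence 405/540 nm; normalised to medium-only and DMSO wells, Hill fit.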
NIH3T3 tox: kills NIH 3T3 cells; AID 1345082; 94,000 tested, 4.3% active; Potency, µM (doses to about 96.7 µM), without a hit: at the top dose activity change, negative = cytotoxicity, actives largely listed as inhibitors; NIH 3T3 viability, CellTiter-Glo ATP luminescence, 48-72 h; further: potency means the concentration at half of the fitted maximal effect; nearly all actives have a fitted effect of over 55% in size
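Cytotoxicity was measured by CellTiter-Glo ATP luminescence after 48 or 72 h compound exposure at 37 °C. Mouse NIH 3T3 fibroblasts were seeded at 400 cells/well and dosed by 23 nL pin transfer.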
The depositor's hits bear a star; i = inactive; u = inconclusive; x = no result given; & = joins results of further samples; [ ] = remark or other dose. Unless noted, the call rests on the fitted dose curve; in most records, active means well fitted curve in the direction sought with a large enough effect; inconclusive means small, poorly fitted or top-dose-only effect, or another doubt; inactive means no such curve, though single readings can be large; an effect the other way counts as inactive or inconclusive. Unless noted, on the % scale 0 is the no-effect control and ±100 the full control effect. A portion of the library; rates above refer to the full screens.

1	CCn1c(CN2CCOCC2)nc2cc(NC(=O)c3cc(OC)c(OC)c(OC)c3)ccc21
2	C=CCN(C(=O)CC1COc2ccc(C(=O)N(C)C)cc2N1C)C(C)C (stereo not given)
3	Cc1ccc(-c2ccc(CCC(=O)O)n2-c2ccc(C(C)C)cc2)cc1
4	Cn1c(=NC(=O)c2ccc(S(=O)(=O)N3CCCc4ccccc43)cc2)sc2cc(F)ccc21
5	COc1ccc(CCNC(=O)c2cn3cc(-c4ccc(OC)cc4)sc3n2)cc1
6	Cc1cccc(NC(=O)C(=O)NCC(c2cccnc2)N2CCc3ccccc32)c1C (stereo not given)
7	CCCNC(=O)N1CCCCCC1CN1CCOCC1 (stereo not given)
8	CCOC(=O)c1cc(-c2ccccc2)n(-c2cccc(C(=O)Nc3cccc(SC)c3)c2)c1C
9	COc1cccc(CCNC(=O)c2cnc3sc(N4CCOCC4)nn3c2=O)c1
10	COc1ccc(-c2cc(C(F)(F)F)c(C#N)c(SCC(=O)Nc3ccccc3F)n2)cc1

assay / compound,1,2,3,4,5,6,7,8,9,10
HEK293 tox,x,3%,x,x,4%,x,0%,x,x,x
FLuc inh,x,3%,x,x,x,x,3%,x,x,x
SNCA expr inh,34%[activator],-11%,u,6%,u,-14%,5%,-15%,-5%,-12%
SNCA viab count,-5%,-5%,-21%,2%,2%,-7%,1%,5%,14%,-5%
GPT2 inhibitor,x,i,x,x,i,x,i,x,x,x
NIH3T3 tox,x,-21%,x,x,-19%,x,i,x,x,x
IP6K1 inhibitor,-10,-8,-11,-4,0,8,-4,16,0,-12

11	CCOc1ccc(-c2nnc(SCC(=O)NCCC(C)C)nc2-c2ccc(OCC)c(OC)c2)cc1OC
12	CC(=O)OC1C(O)CC(O[C@@H]2O[C@H](CO)[C@@H](O)[C@H](O)[C@H]2O)C2CCC3C(=O)OC(c4ccoc4)CC3(C)C21 (stereo not given in full)
13	O=c1c(O)c(-c2ccc(O)cc2O)oc2cc(O)cc(O)c12
14	Cc1cccc(NC(=O)c2ccc3c(c2)N(C)C2CCCN2C3=O)c1C (stereo not given)
15	Cc1ccc(C(=O)N2CCN(C(=O)c3nnn4c3COC(c3ccccc3)C4)CC2)c(C)c1 (stereo not given)
16	O=C(Cc1ccccc1)Nc1cccc(-c2nc3cccnc3s2)c1
17	Cc1ccc(NC(=O)CSc2nc(-c3ccco3)cc(C(F)(F)F)n2)c(C)c1
18	CC[C@@]1(O)CCN(C(=O)c2sc(C)cc2OC)C[C@H]1O
19	O=C(O)c1ccc(NS(=O)(=O)c2ccc(Cl)c(C(=O)Nc3ccccc3)c2)cc1
20	CCOC(=O)Cn1c(=O)n(-c2cccc(Cl)c2)c2nc(-c3ccccc3Cl)nc(C(N)=O)c21

assay / compound,11,12,13,14,15,16,17,18,19,20
HEK293 tox,x,x,x,-29%,u,x,x,-4%,x,x
FLuc inh,x,x,x,-23%,7%,x,x,6%,x,x
SNCA expr inh,44%[activator],x,-30%&19%,30%,u,70%[activator],-20%,11%,15%,-5%
SNCA viab count,3%,-35%[23.9 µM],-3%&-12%,u,-14%,6%,-13%,4%,-4%,2%
GPT2 inhibitor,x,-2%[27.3 µM],u,u,-6%,x,x,i,x,x
NIH3T3 tox,x,x,x,-1%,u,x,x,-3%,x,x
IP6K1 inhibitor,-22,9,x,13,0,-19,13,9,-14,10

21	COc1ccc(-n2c(SCC(=O)NCc3ccccc3)nc3ccsc3c2=O)cc1
22	CCN(C(=O)Cn1nc2n(c1=O)CCCCC2)c1ccccc1
23	CN(CC1CCCO1)c1ccc(C(=O)N2CCC(N3CCOCC3)CC2)cn1 (stereo not given)
24	O=C(NCc1ccccc1F)c1ccc(CSc2nc3cccnc3n2Cc2ccccc2)cc1
25	CCS(=O)(=O)NCCc1sc2nc(-c3ccc(OC)cc3)nn2c1C
26	COCCn1ncc(N2CCCC(CC(=O)NCc3ccc(C)cc3)C2)cc1=O (stereo not given)
27	COCCNC(=O)c1cc(C2CC2)nc2onc(C3CCCNC3)c12 (stereo not given)
28	CCN1CCN(c2ncnc3c2cnn3-c2ccc(C)c(Cl)c2)CC1
29	COc1ccc(-n2c(=O)c3c4c(sc3n(Cc3ccccc3Cl)c2=O)CCC4)c(OC)c1
30	O=C(c1ccc2nnc(-c3ccc(Cl)cc3)n2c1)N1CCOCC1

assay / compound,21,22,23,24,25,26,27,28,29,30
HEK293 tox,x,12%,-8%,x,x,-3%,i,x,x,-2%[172 µM]
FLuc inh,x,10%,-3%,x,x,3%,x,x,x,x
SNCA expr inh,-2%,-10%,9%,-25%,103%[activator],30%[activator],-3%,91%[activator],u,-11%[87.6 µM]
SNCA viab count,-5%,8%,5%,-17%,-17%,0%,14%,2%,1%,2%[87.6 µM]
GPT2 inhibitor,x,1%,1%,x,x,-9%,i,x,x,i
NIH3T3 tox,x,3%,-21%,x,x,-6%,i,x,x,-19%[138 µM]
IP6K1 inhibitor,-9,-8,14,-11,17,15,-8,5,7,8

Compound profiles (already shown). Order of values: HEK293 tox	FLuc inh	SNCA expr inh	SNCA viab count	GPT2 inhibitor	NIH3T3 tox	IP6K1 inhibitor
Results for O=C(c1ccc2nnc(-c3ccc(Cl)cc3)n2c1)N1CCOCC1 → -2%[172 µM]	x	-11%[87.6 µM]	2%[87.6 µM]	i	-19%[138 µM]	8
Results for CCS(=O)(=O)NCCc1sc2nc(-c3ccc(OC)cc3)nn2c1C → x	x	103%[activator]	-17%	x	x	17

Next section:
31	O=C(NCCc1ccccc1)c1ccc2c(c1)nc1n2CCOC1
32	CCn1ccc(C(=O)N2C[C@@H](Oc3ccccc3)C[C@H]2C(=O)N2CCOCC2)n1
33	CC(=O)N(C1CC1)C1CCOC2(CCN(C(=O)CCc3nc4ccccc4s3)CC2)C1 (stereo not given)
34	CC1CCN(C(=O)CCS(=O)(=O)c2cc3c(cc2Cl)NC(=O)CO3)CC1
35	CN1CCC(C(=O)N[C@@H]2CN(c3ncccn3)C[C@H]2CO)CC1
36	CCC1(O)CCC12CCN(C(=O)Cc1ccccc1)CC2 (stereo not given)
37	O=C(NCc1cccc(C(F)(F)F)c1)c1cn2cc(-c3ccc(C(F)(F)F)cc3)sc2n1
38	CCNC(=O)N1CC(n2cc(C(=O)NCCCOC)nn2)C1
39	COc1ccc(-c2cc(C)no2)cc1S(=O)(=O)NC1CCC(C)CC1 (stereo not given)
40	O=C1[C@@H]2C[C@@H](CN2Cc2ccc3c(c2)OCO3)Oc2ccccc2N1Cc1ccccn1

assay / compound,31,32,33,34,35,36,37,38,39,40
HEK293 tox,x,-11%,u,x,i,-27%,u,i,x,79µM*
FLuc inh,x,2%,-6%,x,1%,-12%,x,x,x,-9%[172 µM]
SNCA expr inh,u,10%,-21%,15%,0%,44%[activator],5%,7%,-6%,-3%[87.6 µM]
SNCA viab count,0%,0%,-7%,-13%,4%,9%,u,-3%,u,-10%[87.6 µM]
GPT2 inhibitor,x,i,2%,x,i,i,i,i,x,i
NIH3T3 tox,x,-1%,-15%,x,i,-15%,u,-9%,x,u
IP6K1 inhibitor,-7,23,-6,25,1,-11,1,16,19,4

41	O=C(Nc1ccc(Br)cc1)N1CCC(CN2CCCC2)CC1
42	Cc1ccc(CNC(=O)Cn2ncc3c(C)n(Cc4ccc(Cl)cc4)c(C)c3c2=O)cc1
43	NS(=O)(=O)c1ccc(NC(=O)CCC(=O)O)cc1
44	CS(=O)(=O)c1ccc(OCC2(CNCc3ccc(F)c(F)c3)C[C@@H](O)[C@@H](O)C2)cc1 (stereo not given in full)
45	O=C(CN1CCN(C(=O)c2cc3c(s2)CN(C2CCCC2)C3)CC1)N1CCCC1
46	Cn1nc(C(=O)N2C[C@@H](CO)[C@H](c3ccncc3)C2)c2ccccc21
47	CCCNC(=O)N[C@@H]1C=C(C(=O)N[C@@H](Cc2ccc(OC)cc2)C(N)=O)C[C@@H](O)[C@@H]1O
48	CCOc1ccccc1C(=O)Nc1ccc2nc3c(c(Nc4ccc(OC)c(OC)c4)c2c1)CCCC3
49	O=C(CNC(=O)c1ccc(-c2cccc(C(F)(F)F)c2)cc1)NCCc1ccc(Cl)cc1
50	O=C(c1nnc(CN2CCN(c3ccccn3)CC2)n1Cc1ccccc1)N1CCC[C@@H]1c1ccc(Br)cc1

assay / compound,41,42,43,44,45,46,47,48,49,50
HEK293 tox,x,x,x,i,-6%,u,1%[172 µM],x,-17%,45µM*
FLuc inh,x,x,x,5%,29%,-19%,-2%[172 µM],x,x,-4%
SNCA expr inh,u,-5%,-3%[25.6 µM],6%,u,u,-19%[87.6 µM],u,-14%,u
SNCA viab count,-9%,9%,10%[23.9 µM],3%,-7%,-23%,-2%[87.6 µM],u,1%[12.5 µM],-14%
GPT2 inhibitor,x,x,-1%,-8%,u,i,-14%[88.5 µM],x,-7%,4%
NIH3T3 tox,x,x,x,i,u,u,-21%[174 µM],x,-2%,u
IP6K1 inhibitor,7,0,13,-1,17,8,11,20,5,-18

51	CSc1ccc(-c2cccc(CN3CCC(NC(=O)Nc4ccc(Cl)cc4)CC3)c2)cc1
52	COCCOC1CCN(C(=O)c2cccc(OC)c2)C1 (stereo not given)
53	COc1ccc(NS(=O)(=O)c2cc3[nH]c(=O)c(=O)[nH]c3cc2C)cc1Cl
54	O=C(Cn1c(=O)n(-c2ccccc2)c(=O)c2ccc(C(=O)NCc3ccc4c(c3)OCO4)cc21)Nc1ccc(F)c(Cl)c1
55	Cc1cn2nc(-c3nc(C4CCCN(C(=O)Cc5ccsc5)C4)no3)cc2c(=O)[nH]1 (stereo not given)
56	Cc1ccc(NC(=O)c2cc(S(=O)(=O)N3CCC4(CC3)OCCO4)ccc2F)cc1Cl
57	O=C(OCC1=CC(Cl)C(O)C(OC(=O)c2ccccc2)C1O)c1ccccc1 (stereo not given)

assay / compound,51,52,53,54,55,56,57
HEK293 tox,22µM*,-2%,x,x,-5%,x,x
FLuc inh,x,x,x,x,u,x,x
SNCA expr inh,x,-11%,-9%,11%,0%,0%,x
SNCA viab count,x,-3%,6%,-13%,-4%,-4%,2%[23.9 µM]
GPT2 inhibitor,x,-7%,x,x,i,x,i
NIH3T3 tox,13µM*,-14%,x,x,-4%,x,x
IP6K1 inhibitor,-9,1,-7,10,5,21,-7

Structural class, the entries above with a COOH group.
3	Cc1ccc(-c2ccc(CCC(=O)O)n2-c2ccc(C(C)C)cc2)cc1
19	O=C(O)c1ccc(NS(=O)(=O)c2ccc(Cl)c(C(=O)Nc3ccccc3)c2)cc1
43	NS(=O)(=O)c1ccc(NC(=O)CCC(=O)O)cc1

assay / compound,3,19,43
HEK293 tox,x,x,x
FLuc inh,x,x,x
SNCA expr inh,u,15%,-3%[25.6 µM]
SNCA viab count,-21%,-4%,10%[23.9 µM]
GPT2 inhibitor,x,x,-1%
NIH3T3 tox,x,x,x
IP6K1 inhibitor,-11,-14,13

Compound activity: PubChem, National Center for Advancing Translational Sciences (NCATS)
